TSHR antagonist: human thyrotropin receptor antagonism. P16473. TSHR-expressing cells, TSH-stimulated cAMP HTRF, 2 h; stronger effect = lower value. activity change, negative = inhibition, % at 11.5 µM. 0.2% of 330,000 active. AID 504810;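 active means activity change below a set negative limit, meaning inhibition stronger than a set level, cut at about -70% in these data; inconclusive means activity change between two set negative limits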; further: on the % scale 0 is the no-effect control and ±100 the full control effect
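TSHR-expressing cells were treated with compounds, then stimulated with TSH at EC80 (4nM final) for 2 hours at 37 deg C. Cellular cAMP was measured by HTRF competition between lysate cAMP and cAMP-d2 for a cryptate-labelled anti-cAMP antibody.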
TCR activator: T cell receptor activation. 330,000 tested, under 10 active. Potency, µM (highest dose often 9.22 µM), for the others: at the top dose activation of IL-2 secretion, usual class: activators. primary human leukocytes, anti-CD3, IL-2 HTRF, 48 h; further: % of control where 0% means no effect
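Primary human leukocytes receive a-CD3 beads and test compound and are incubated 48 hr. Secreted IL-2 is then assayed by HTRF, measuring 665nm acceptor emission after 320nm excitation of the europium donor.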
Integrin act MD: activators of alpha7 integrin expression for muscular dystrophy. AID 624291. alpha7betagal myoblasts, beta-gal FDG fluorescence, 48 h. 0.064% of 350,000 active. Potency, µM (doses to about 38.3 µM), for the others: at the highest dose activation, most hits filed as activators;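 further: potency means the concentration at half of the fitted maximal effect; 100% = response of the positive control SU9516; nearly all actives have a fitted effect of over 60% in size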
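alpha7betagal+/- myoblasts (passage 13, 250/well) treated 48 h at 37C with compounds at 1:260 dilution of DMSO stock. Lysed, then beta-galactosidase activity read as FDG fluorescence (ex 480/em 540) after 30 min, with pre-read for autofluorescence.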
MBNL1-CUG inh: inhibitors of human MBNL1 binding to CUG repeat RNA. Q9NR56. TR-FRET MBNL1-His/biotin-(CUG)12 binding, 665/545 ratio. Potency, µM (doses to about 57.5 µM), for inactives: top-dose activity change, negative = inhibition, actives largely listed as inhibitors. 0.036% of 280,000 active; active means well fitted inhibition curve with a large enough effect in the signal ratio, with a control signal flat, not every such curve was filed as active; inconclusive means small, poorly fitted or top-dose-only effect, or effect the other way, or a change in a side signal; inactive means no such curve, though single readings can be large or run the other way; the % refers to the signal ratio; further: potency means the concentration at half of the fitted maximal effect; on the % scale 0 is the no-effect control and ±100 the full control effect
Target sequence (Q9NR56 whole entry, looked up): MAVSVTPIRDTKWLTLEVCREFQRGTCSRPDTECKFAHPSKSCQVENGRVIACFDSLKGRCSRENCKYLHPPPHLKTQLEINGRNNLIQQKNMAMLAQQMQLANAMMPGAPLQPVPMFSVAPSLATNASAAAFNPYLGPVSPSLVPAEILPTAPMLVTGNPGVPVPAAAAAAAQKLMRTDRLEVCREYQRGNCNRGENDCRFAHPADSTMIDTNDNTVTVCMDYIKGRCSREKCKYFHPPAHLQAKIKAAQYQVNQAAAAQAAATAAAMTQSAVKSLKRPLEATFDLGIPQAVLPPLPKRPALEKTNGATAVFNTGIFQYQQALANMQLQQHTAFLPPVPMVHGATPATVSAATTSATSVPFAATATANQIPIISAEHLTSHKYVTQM
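Ratiometric TR-FRET (665 over 545 nm, excitation 340 nm) tracks disruption of MBNL1-His/biotin-(CUG)12 complex after 60 min at room temperature, with compounds at 92 nM to 58 uM final.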
Menin MLL FP TR: displaces Texas Red mutant MLL peptide from human menin; O00255; Menin + Texas Red MLL mutant peptide, fluorescence polarization; Potency, µM (doses to about 61.6 µM), without a hit: top-dose FP activity change, negative = inhibition, hits mostly inhibitors; 0.23% of 270,000 active; AID 1768; active means well fitted inhibition curve with a large enough effect in the polarisation, with a control signal flat, not every such curve was filed as active; inconclusive means small, poorly fitted or top-dose-only effect, or effect the other way, or a change in a side signal; inactive means no such curve, though single readings can be large or run the other way; the % refers to the polarisation; further: potency means the concentration at half of the fitted maximal effect; % of control where 0% means no effect; many of its hits are not listed in these tables
Target sequence (O00255 whole entry, looked up): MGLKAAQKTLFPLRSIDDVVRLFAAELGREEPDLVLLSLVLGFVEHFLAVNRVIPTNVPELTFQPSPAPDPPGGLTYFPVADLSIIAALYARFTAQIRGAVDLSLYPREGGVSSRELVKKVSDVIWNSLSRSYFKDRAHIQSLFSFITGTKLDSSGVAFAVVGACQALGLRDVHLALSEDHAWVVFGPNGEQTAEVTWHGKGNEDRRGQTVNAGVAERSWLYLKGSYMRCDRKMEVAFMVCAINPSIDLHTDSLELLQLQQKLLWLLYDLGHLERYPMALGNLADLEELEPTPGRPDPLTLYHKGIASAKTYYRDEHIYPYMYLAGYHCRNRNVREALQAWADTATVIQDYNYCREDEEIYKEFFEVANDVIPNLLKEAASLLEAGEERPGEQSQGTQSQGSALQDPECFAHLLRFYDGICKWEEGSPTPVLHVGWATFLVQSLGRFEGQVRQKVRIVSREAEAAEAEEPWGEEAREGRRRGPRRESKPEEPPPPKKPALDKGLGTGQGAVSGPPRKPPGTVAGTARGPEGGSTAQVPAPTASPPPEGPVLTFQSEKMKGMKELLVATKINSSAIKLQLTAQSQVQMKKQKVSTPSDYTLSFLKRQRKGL
S-ASM inh: human S-ASM enzyme inhibition; 0.006% of 340,000 active; Potency, µM (highest dose often 57.5 µM), for the others: top-dose activity change, negative = inhibition, hits mostly inhibitors; P17405; placental ASM, HMU-PC fluorogenic substrate, 60 min; further: potency means the concentration at half of the fitted maximal effect
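Fluorescence read-out (Ex 386 nm, Em 447 nm) after stopping the reaction at pH 10. Enzyme: ASM from human placenta; substrate HMU-PC0, 9 uM final; 60 min, 37 °C. Compound preincubation 10 min, ambient temperature.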
TSG101-PTAP inh: blocks PTAP/TSG101 interaction to inhibit HIV-1 budding; Fluorescence polarization, FITC-PTAP peptide / Tsg101 binding; Potency, µM (titrated, usually from 115 µM), for the others: at the top dose activity change, negative = inhibition, most hits filed as inhibitors; 340,000 tested, under 10 active; active means well fitted inhibition curve with a large enough effect in the main read-out, with a control signal flat, not every such curve was filed as active; inconclusive means small, poorly fitted or top-dose-only effect, or effect the other way, or a change in a side signal; inactive means no such curve, though single readings can be large or run the other way; further: potency means the concentration at half of the fitted maximal effect; % of control where 0% means no effect
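Steps: Tsg101 binding domain dispensed (10 uM final), compounds pinned in DMSO, FITC-labeled PTAP-motif peptide added (50 nM final); after 20 min binding at room temperature, polarization measured.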
MLL CXXC-DNA inh: inhibitors of human MLL CXXC domain-DNA interaction; Q03164; MLL-CXXC / FITC-HOXA9 DNA fluorescence polarization; Potency, µM (top dose mostly 115 µM), for the others: top-dose activity change, negative = inhibition, usual class: inhibitors; 0.037% of 290,000 active; active means well fitted inhibition curve with a large enough effect in the polarisation, with a control signal flat, not every such curve was filed as active; inconclusive means small, poorly fitted or top-dose-only effect, or effect the other way, or a change in a side signal; inactive means no such curve, though single readings can be large or run the other way; the % refers to the polarisation; further: potency means the concentration at half of the fitted maximal effect
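Steps: dispense CXXC domain solution (7 uM) → pin compounds or unlabeled HOX-A9 DNA control → 5 min ambient → add FLSN-HOX-A9 solution (50 nM) → spin → 30 min ambient → fluorescence polarization. Tris pH 7.5/NaCl/DTT/BSA buffer.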
Mito fusion yeast: blocks mitochondrial division or promotes mitochondrial fusion; AID 485298; Potency, µM (series often up to 46.1 µM), inactives show at the top dose growth rescue (activation), most hits filed as activators; 0.23% of 320,000 active; S. cerevisiae fusion-defective mutant growth rescue, CellTiterGlo 48 h;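 further: potency means the concentration at half of the fitted maximal effect; % of control where 0% means no effect; nearly all actives have a fitted effect of over 45% in size; temperature-sensitive fusion mutants such as fzo1-1 at 37 °C on non-fermentable ethanol glycerol medium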
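Read-out: ATP-based luminescence (CellTiterGlo, 10 min ambient) reporting growth of fusion-defective ts yeast after 48 hours at 37C on glycerol/ethanol YPEG medium in the presence of compound.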
AT treatment: candidate therapy for ataxia-telangiectasia | […] A-T fibroblasts, KAP-1 phosphorylation AlphaLISA; neocarzinostatin DNA damage 30 min before lysis | Potency, µM (titrated, usually from 57.5 µM), for inactives: at the highest dose activation, usual class: activators | 0.19% of 320,000 active | AID 485349; further: potency means the concentration at half of the fitted maximal effect; % of control where 0% means no effect; nearly all actives have a fitted effect of over 45% in size
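hTERT-immortalized A-T patient fibroblasts ([…]), 500 cells/well in OPTI-MEM, 1% FBS, got compounds for 60 min, then NCS for 30 min at 37C. Lysates were then assayed for phospho-KAP-1 by AlphaLISA (anti-pKAP1 donor, anti-KAP1 acceptor beads), 6 hr at 25C.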
Starred values were filed as active, the others as inactive; ? = inconclusive; nt = no result given; & = joins results of further samples; [ ] = remark or other dose. Unless noted, the call rests on the fitted dose curve; in most records, active means well fitted curve in the direction sought with a large enough effect; inconclusive means small, poorly fitted or top-dose-only effect, or another doubt; inactive means no such curve, though single readings can be large; an effect the other way counts as inactive or inconclusive. The list is partial, so the mix of outcomes need not match the whole.

SMILES	TSHR antagonist	TCR activator	Integrin act MD	MBNL1-CUG inh	Menin MLL FP TR	S-ASM inh	TSG101-PTAP inh	MLL CXXC-DNA inh	Mito fusion yeast	AT treatment
O=C(Nc1ncc([N+](=O)[O-])s1)c1cccs1	?	9%	-65%[inhibitor]	?	43%[activator]	-7%&-8%	0%&-2%	-2%&3%&8%	-6%&-12%	-3%&5%
CC(=O)c1cnc2scnn2c1=O	6	8%	-34%	nt	0%	0%	-4%	3%	3%	6%
O=C(O)c1ccc(NC(=O)C2CC=CCC2C(=O)O)cc1 (stereo not drawn)	7	5%	-1%	-8%	-4%	2%	-2%	-4%	1%	11%
COC(=O)c1ccsc1NC(=O)C1=COCCO1	0	14%	-8%	-4%	-11%[11.7 µM]	0%	-5%	-3%	0%	11%
CC(C)(C)NC(=O)COC(=O)c1ccccc1OCC(=O)Nc1ccc(Br)cc1	43	-3%[46.1 µM]	8%	-1%	-6%	-5%	2%	1%	11%	7%
COc1cc(C(C)=O)ccc1OCC(O)CN1CCN(S(=O)(=O)c2ccccc2)CC1 (stereo not drawn)	-7	0%	2%	2%	2%	-1%	1%	5%	-2%	12%
COc1ccc2[nH]cc(CCNC(=O)CC[C@H]3O[C@@H](n4cc(C)c(=O)[nH]c4=O)C[C@@H]3O)c2c1	6	2%[46.1 µM]	0%	nt	nt	4%	0%	nt	nt	-4%
COC(=O)c1ccc(COc2ccc(/C=N/NC(=O)C(=O)Nc3ccc(OC)cc3)cc2OC)o1	-3	-6%	25%	-15%	nt	0%	1%	-2%	0%	0%
N#C/C(=C\c1ccncc1)c1nc2c(s1)CCCC2	-4	-1%	2%	4%	-1%	256%[activator]	-9%	-7%	5%	-6%
Cc1ccc(C)c(NC(=S)NCCN(C2CCCCC2)C2CCCC2)c1	5	3%	-39%	-5%	?	-4%	1%	2%	?	5%
CCN(CC)C(=O)C1CCC(CNS(=O)(=O)c2cccc3nsnc23)CC1 (stereo not drawn)	12	-6%	4%	?	nt	-1%	-4%	-2%	8%	0%
COc1ccc(CCNS(=O)(=O)c2ccc(-n3cnnn3)c(OC)c2)cc1OC	-9	-10%	2%	1%	nt	5%	-3%	-2%	4%	-7%
Cc1cc2nc(-c3ccc(SCC(=O)Nc4ccc(S(=O)(=O)NC5CC5)cc4)nc3)[nH]c2cc1C	-14	-8%[46.1 µM]	-16%	236%[activator]	-26%	1%	9%	48%[activator]	0%	8%
Nc1ccc(N2CCN(C(=O)c3cccs3)CC2)cc1	-13	-2%	-45%[inhibitor]	-3%	nt	0%	0%	0%	8%	1%
CSc1nnc2c3cc(F)ccc3n(Cc3ccccc3)c2n1	32	3%	?	-1%	-2%	5%	4%	7%	-2%	9%
COC(=O)C1=C(C)N(C)C(=S)NC1c1ccc(Cl)cc1 (stereo not drawn)	-6	-1%[46.1 µM]	-18%	-3%	-4%	1%	-2%	10%	-1%	-2%
Cc1cccc(N(CC(=O)NC2CC2)S(=O)(=O)c2ccc(Cl)cc2)c1	5	-19%	-9%	0%	nt	2%	-4%	-4%	3%	19%
Cc1ccc(-n2nc(C)c(C(=O)Nc3cccc(C(=O)NC4CC4)c3)n2)c(C)c1	4	2%	-46%[inhibitor]	nt	nt	-17%	-2%	nt	-22%	12%
COc1ccccc1OCC(=O)NCCSCc1cccc(Cl)c1	-5	-2%[46.1 µM]	1%	1%	-2%	3%	-1%	-2%	13%	-3%
CNC(=O)c1ccc(NC(=O)CC23CC4CC(CC(C4)C2)C3)cc1	9	-5%	4%	-19%	nt	6%	0%	-8%	?	14%
CCN(CC(=O)Nc1c(F)cccc1F)C(=O)c1cc([N+](=O)[O-])ccc1N1CCOCC1	-1	4%	4%	nt	nt	-4%	-8%	nt	1%	9%
CC(=O)N(c1ccc(Br)cc1)C1C=CS(=O)(=O)C1 (stereo not drawn)	2	-4%	20%	0%	5%	0%	-11%	-1%	0%	-1%
O=C(NNC(=O)C1CCCO1)c1ccccc1Cl (stereo not drawn)	7	-5%	28%	-8%	-1%	5%	-4%	0%	-4%	-2%
CCC(C(=O)NCc1ccco1)N(C(=O)CNS(=O)(=O)c1ccccc1)C1CCCCC1 (stereo not drawn)	1	-2%	21%	1%	-15%	0%	1%	1%	-2%	2%
COCCN(C(=O)COC(=O)CC1CCCCC1)c1c(N)n(Cc2ccccc2)c(=O)[nH]c1=O	-4	7%	-18%	-3%	nt	4%	1%	0%	0%	1%
CCN(CC)S(=O)(=O)c1ccc(N2CCCC2)c(NC(=O)c2ccc(OC)cc2OC)c1	36	-3%	-33%	-3%	-19%	-2%	-5%	2%	6%	2%
Cc1ccc(-c2nc3ccccn3c2Nc2ccccc2)o1	14	2%[46.1 µM]	9%	2%	-18%	394%[activator]	1%	9%	2%	-3%
COc1ccc(CCNC(=O)C(=O)NCCC2CCCCN2S(=O)(=O)c2ccccc2)cc1 (stereo not drawn)	-12	7%	21%	nt	nt	0%	2%	nt	1%	-3%
CCN1CCN(c2nc3sc4c(c3c3ncnn23)CC(C)CC4)CC1 (stereo not drawn)	1	2%	-9%	-3%	-13%	-8%	-3%	3%	-4%	-3%
CCOC(=O)N1CCN(C(=O)CCc2nc3sc4c(c3c(=O)[nH]2)CCCC4)CC1	4	-1%	10%	22%	nt	-2%	2%	-5%	4%	10µM*
c1ccc(-n2nnnc2-n2ccnc2)cc1	12	-5%	-12%	4%	13%	0%	2%	9%	-7%	6%
CCOC(=O)c1ccc(Nc2c(OCC)c(=O)c2=O)cc1	3	7%	-14%	8%	nt	-3%	-3%	-1%	-1%	0%
CCc1ccc2nc(SCC(=O)N3CCCCC3)c(C#N)cc2c1	nt	-1%	8%	nt	nt	0%	-2%	nt	nt	nt
COc1ccccc1OC1OC2COC(c3ccco3)OC2C(O)C1NC(C)=O (stereo not drawn)	12	-7%[46.1 µM]	13%	-7%	-8%	1%	-4%	-6%	-1%	2%
O=C(CSc1nnc(-c2ccccc2F)o1)Nc1ccc(N2CCOCC2)cc1	-2	nt	-12%	nt	nt	0%	-6%	nt	-4%	19%
Cc1cc(C)n(CC(=O)NC2CCCN(Cc3ccc(Cl)cc3)C2)n1 (stereo not drawn)	4	4%	8%	1%	nt	4%	-6%	4%	2%	-2%
COc1ccc(S(=O)(=O)Nc2nncs2)cc1	6	1%[46.1 µM]	-4%	5%	?	1%	-2%	1%	-4%	-2%
COCCN1C(=O)/C(=C2/C(=O)N(CC(=O)Nc3ccccc3Cl)c3ccccc32)SC1=S	13	-7%	-15%	-2%	?	-2%	nt	-6%	-1%	-1%
Cc1cc(C)c2c(CN3CCN(CCO)CC3)cc(=O)oc2c1	0	-1%	-18%	-11%	5%	-5%	-7%	4%	-3%	1%
CCCc1cc(=O)oc2c3c(c(Cl)cc12)OCN(CCCO)C3	18	nt	nt	21%	nt	nt	nt	?	1%	33%
COc1ccc(OC2CCN(S(=O)(=O)c3cccc(F)c3)CC2)cc1	-3	-7%	?	0%	4%	-2%	-5%	1%	27%	7%
COc1ccc(CC(=O)N(C)Cc2ccc(C(C)(C)C)cc2)cc1S(=O)(=O)N1CCOCC1	-1	-12%	-7%	?	nt	-1%	nt	-2%	0%	9%
Cc1ccc(N/C=C/C(=O)c2ccccc2)cc1C	11	4%[46.1 µM]	-7%	22%	13%	17%	0%	-5%	6%	1%
NC(=O)N1CCN(C(=O)c2ccco2)CC1	3	-1%	-8%	-4%	nt	2%	-1%	11%	-3%	-4%
Cc1ccc(Cc2cnc(NC(=O)c3ccco3)s2)cc1	2	5%	8%	0%	?	-18%	-11%	1%	15%	-1%
O=C(CN1CCC(NC(=O)c2ccco2)CC1)Nc1ccccc1[N+](=O)[O-]	28	nt	nt	?	11%	nt	nt	-3%	3%	7%
Cc1ccc(NS(=O)(=O)c2cc(C(=O)N3CCOCC3)ccc2C)cc1C	5	3%	19%	5%	-1%	4%	-1%	-6%	-3%	-1%
COCCNC(=O)c1c(CSc2ccc(Cl)cc2)noc1C(=O)NCc1ccccc1	nt	3%	37%	nt	nt	-10%	-1%	nt	nt	nt
CC1(c2ccccc2Cl)NC(=O)N(CC(=O)N2CCN(S(=O)(=O)c3ccccc3)CC2)C1=O (stereo not drawn)	-4	-2%	-4%	nt	nt	5%	-1%	nt	-11%	-2%
O=C(O)CC(NC(=O)Cc1ccccc1)c1ccccc1 (stereo not drawn)	8	-5%	-18%	-2%	-1%	3%	-5%	1%	3%	2%
